High-throughput results deposited in PubChem BioAssay by National Center for Advancing Translational Sciences (NCATS).
AMA1 RON2 block – inhibitors of Plasmodium falciparum AMA1-RON2 interaction; AlphaScreen AMA1-biotinylated RON2 peptide binding; Potency, µM (series often up to 58.2 µM), without a hit: at the highest dose activity change, negative = inhibition, usual class: inhibitors; actives 0.2% (n = 360,000); AID 720542;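 note: potency is the fitted concentration of half-maximal effect; 0% = vehicle wells and -100% = peptide control; nearly all actives have a fitted effect of over 45% in size; some results filed as inactive show a strong effect at the top dose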
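AMA1 (3D7) with his tag at 25 nM final met compounds first, then biotinylated RON2 peptide at 25 nM; detection used donor plus acceptor beads, 10 µg/mL apiece, read by AlphaScreen after 30 min at room temperature.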
LmPK inh – inhibitors of Leishmania mexicana pyruvate kinase; AID 1721; actives 0.37% (n = 290,000); Q27686; Potency, µM (top dose mostly 57.5 µM), without a hit: at the top dose activity change, negative = inhibition, hits mostly inhibitors; purified LmPK, Kinase-Glo ATP luminescence, 1 h; note: potency is the fitted concentration of half-maximal effect; % is set by controls: 0 for no effect and ±100 for the full control effect
Target sequence (Q27686 whole entry, looked up): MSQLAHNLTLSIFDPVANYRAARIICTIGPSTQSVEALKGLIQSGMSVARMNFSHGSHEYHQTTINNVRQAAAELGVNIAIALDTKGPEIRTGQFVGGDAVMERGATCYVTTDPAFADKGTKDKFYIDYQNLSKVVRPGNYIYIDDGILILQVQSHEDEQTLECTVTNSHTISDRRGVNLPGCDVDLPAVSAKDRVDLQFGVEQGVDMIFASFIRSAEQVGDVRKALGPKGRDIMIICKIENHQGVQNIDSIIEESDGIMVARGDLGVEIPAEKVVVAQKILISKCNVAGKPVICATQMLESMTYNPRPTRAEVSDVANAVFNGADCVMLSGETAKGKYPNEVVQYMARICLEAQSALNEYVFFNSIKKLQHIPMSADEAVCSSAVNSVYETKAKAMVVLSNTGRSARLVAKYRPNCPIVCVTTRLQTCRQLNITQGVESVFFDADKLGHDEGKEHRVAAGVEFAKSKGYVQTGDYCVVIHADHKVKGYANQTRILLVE
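In 50 mM imidazole pH 7.2 with 7 mM MgCl2, LmPK (0.1 nM) turned over PEP (0.5 mM) and ADP (0.1 mM) for 1 h at room temperature. Luciferase read-out of ATP.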
TbPYK inhibitor – blocks Trypanosoma brucei pyruvate kinase | actives 0.12% (n = 410,000) | TbPYK enzyme, Kinase-Glo Plus ATP luminescence, 45 min | Potency, µM (titrated, usually from 76.8 µM), for inactives: at the highest dose activity, negative = inhibition, actives largely listed as inhibitors | AID 624173 | Q57TT1; note: potency is the fitted concentration of half-maximal effect; % is set by controls: 0 for no effect and ±100 for the full control effect; nearly all actives have a fitted effect of over 50% in size
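Quantitative HTS: titrated library compounds versus trypanosomal pyruvate kinase in TEA buffer (pH 7.2) containing KCl, MgCl2, BSA and Tween-20. Reactions were initiated with ADP, 130 uM final. Kinase-Glo Plus luminescence was read after 45 min at RT.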
Shiga toxin inh – inhibitors of Shiga toxin in Vero cells; actives 9.2% (n = 290,000); AID 2315; inhibition, % at 38.7 µM; Vero cells, Shiga toxin protein synthesis inhibition reporter; in the data active = inhibition mostly above about 28%, no sharp cut-off; inactive = mostly below about 43%; note: 0% is about no effect
Pf growth 96h – P. falciparum growth inhibition at 96 hour, primary screen for plastid delayed-death inhibitors; P. falciparum luciferase reporter growth, 96 h; Potency, µM (series often up to 28.7 µM), inactives show at the highest dose activity change, negative = inhibition, hits mostly inhibitors; actives 6.9% (n = 320,000); note: potency is the fitted concentration of half-maximal effect; % is set by controls: 0 for no effect and ±100 for the full control effect
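Compounds incubated with erythrocytes infected by luciferase-expressing P. falciparum (2% hematocrit, 0.05% parasitemia final) for 96 hours, 37 C in 5% CO2. Growth inhibition scored as decreased luciferase luminescence.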
Pf growth 48h – P. falciparum growth inhibition at 48 hours (one generation). P. falciparum luciferase growth in erythrocytes, 48 h. Potency, µM (doses to about 28.7 µM), inactives show at the top dose activity change, negative = inhibition, actives largely listed as inhibitors. actives 5.9% (n = 310,000). AID 504832; note: potency is the fitted concentration of half-maximal effect; % is set by controls: 0 for no effect and ±100 for the full control effect
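In quantitative HTS format, infected erythrocytes bearing luciferase-reporter parasites were treated for a single generation at 37 C. Luminescence after adding detection reagent served as the growth measure.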
Cycloheximide cs – counter-screen for Shiga toxin inhibitors: cycloheximide protein synthesis inhibition. cell reporter, cycloheximide protein synthesis inhibition counterscreen. max response, %. actives 12% (n = 300,000). AID 2314; in the data active = max response mostly above about 13%, no sharp cut-off; inactive = mostly below about 14%; note: read at 38.3 µM for the half of the compounds with a filed dose; 0% is about no effect
Active calls of the source: *; ? = inconclusive; . = not tested or not shown; + = active, no number; & = joins results of further samples; [ ] = dose if it differs, or a comment. Unless noted, calls come from the whole dose curve; as a rule, active = well fitted curve in the direction sought with a large enough effect; inconclusive = small, poorly fitted or top-dose-only effect, or another doubt; inactive = no such curve, though single readings can be large; an effect the other way counts as inactive or inconclusive.

SMILES	AMA1 RON2 block	LmPK inh	TbPYK inhibitor	Shiga toxin inh	Pf growth 96h	Pf growth 48h	Cycloheximide cs
COc1ccc2nc(NC(=O)CSc3nnc(-c4ccoc4C)n3C)sc2c1	-10%	0%	0%	80*	-36%	40%[activator]	46*
O=C(Nc1ccccc1C(=O)O)c1cccc(NC(=O)c2ccc(Br)o2)c1	-6%	-7%	-3%	20	.	?	-4
C[C@@H]1NC(=O)/C(=C\c2ccccc2Br)NC1=O	-1%	-4%	-1%	-7	10%	.	-2
CCCCNC(=O)Nc1c(C)cc(SC#N)cc1C	4%	0%	-7%	13	-24%	22%	-4
Cc1cccc(Nc2ccc(S(=O)(=O)N3CCOCC3)cc2[N+](=O)[O-])c1	?	.	1%	.	?	-24%	.
Cc1ccccc1C(=O)NC1CCS(=O)(=O)C1 (configuration not stated)	7%	-2%	0%	-8	.	2%	7
Oc1ccccc1C1N=C(c2ccccc2)NC(c2ccccc2)=N1	-7%	5%	4%	-15	1.7µM*	.	1
CCN(CC)C(=O)c1nc[nH]c1C(=O)N1CCN(C(=O)OC(C)(C)C)CC1	-5%	.	-1%	.	27%	-6%	.
N#Cc1c(NC(=O)CSc2nc3ccccc3s2)sc2c1CCCC2	-6%	-1%	-9%	-10	45%[activator]	3%	6
O=C(CCNc1n[nH]c(=O)[nH]c1=O)N/N=C/c1ccc(Cl)cc1	115%[activator]	-8%	5%	15	0%	-11%	8
Nc1nnc(CCCCc2cccs2)o1	8%	0%	-6%	-8	9%	11%	-5
COc1ccc(C2=NC(C(F)(F)F)(C(F)(F)F)c3c(n(C)c(=O)n(C)c3=O)N2)cc1	1%	1%	7%	20	?	?	-2
CC(=O)c1ccc(NC(=O)c2ccn[nH]2)cc1	0%	?	-26%	65*	-2%	72%[activator]	35*
C=CCn1cc(C(=O)NCC2CCCO2)c(=O)c2cc(S(=O)(=O)N3CCCCCC3)ccc21 (configuration not stated)	-4%	-3%	2%	-14	4%	12µM*	-5
COC(CN(C)C(=O)C1CCCN(S(=O)(=O)c2ccc3c(c2)oc(=O)n3C)C1)OC (configuration not stated)	0%	6%	0%	8	?	7%	-5
CC(=O)Nc1ccc(NC(=O)c2cc(-n3cnnc3)ccc2Cl)cc1	-4%	-4%	-1%	-19	11%	10%	-2
CC(C)Nc1nc(NC(C)C)nc(N(C)n2cnnc2)n1	14%	5%	-5%	-1	-23%	12%	-3
CC(Sc1nnc(CN2CCCC2)n1Cc1ccccc1)C(=O)Nc1ccccc1 (configuration not stated)	-5%	.	-1%	.	0%	?	.
O=C(Cn1cnc(S(=O)(=O)N2CCCC2)c1)Nc1cccc(Br)c1	0%	3%	3%&-2%	-2	12µM*	13%	-4
CC/C(=N\NC(=S)Nc1cccc(C)c1)c1ccccc1	84%[activator]	3%	-3%	30	?	9.3µM*	17
Cc1cc(NS(=O)(=O)c2ccc(NC(=O)COc3ccc(Cl)cc3Cl)cc2)no1	-12%	6%	1%	-5	8%	79%[activator]	-2
Cc1ccc(-c2cc(C(=O)N3CCCc4ccccc43)no2)cc1	5%	-2%	-8%	98*	?	?	31*
CC(=O)N1N=C(c2ccc3ccccc3c2)OC12CCCC2	9%	3%	2%	1	13%	-23%	2
COc1ccc(-n2c(C)nc3cc(C(=O)NCc4ccco4)ccc32)cc1	-7%	4%	-12%	3	1%	11%	-2
COc1ccc(C(=O)OCCN2CCCCC2)cc1	-1%	8%	-2%	51*	?	21%	48*
CCOCCCNCc1c(Cl)cccc1Cl	-2%[11.6 µM]	-4%	-5%	-9	13%	27%	-1
CC(C)Cc1cc(C(=O)N2CCN(C(c3ccccc3)c3ccccc3)CC2)no1	-1%	0%	-1%	-10	-1%	.	-2
Cc1ccc(S(=O)(=O)n2ccc(=O)[nH]2)cc1	1%	5%	-21%	-14	0%	60%[activator]	1
Cc1ccc(NC(=S)N/N=C2\CCCCC2C)cc1 (configuration not stated)	24%	0%	-7%	95*	-19%	18%	44*
COC(=O)CCN(C(=O)c1cccc([N+](=O)[O-])c1)c1ccccn1	-12%	2%	-3%	-15	7%	8%	1
COc1ccccc1OCC#CCN1CCCCCC1	?	9%	-2%	16	-23%[1.15 µM]	20%	-1
O=C(Nc1cc2c(cc1Cl)OCCCO2)c1ccccc1	15%	8%	-9%	99*	.	138%[activator]	31*
COc1cc(Cl)c(NS(=O)(=O)c2cc3[nH]c(=O)c(=O)[nH]c3cc2C)c(OC)c1	6%	3%	-8%&0%	2	?	?	-2
Cc1cccc(C)c1OCc1cc(C(=O)NC2CCC(O)CC2)no1 (configuration not stated)	-13%	-9%	5%	46	?	-9%	12
CC1=C2C(=O)C3C(CC=C4CC(OC5OC(O)C(O)C(O)C5CO)CCC43C)C2CCC12OC1CC(C)CNC1C2C (configuration not stated)	-3%	6%	0%	9	-12%	?	-2
COc1ccc(N2CCN(c3ncnc4nc[nH]c34)CC2)cc1	1%	-7%	-5%	29	123%[activator]	32%[activator]	-3
CCOc1ccc(NC(=O)CSc2nnc(-c3ccco3)n2C)cc1	8%	-1%	-8%	6	?	-7%	-2
O=C(NNS(=O)(=O)c1ccccc1[N+](=O)[O-])c1cc2ccccc2cc1O	61%[activator]	-3%	3%	32	-18%	14%	10
O=C(CN1CCC(NC(=O)Nc2ccccc2)CC1)Nc1cccc([N+](=O)[O-])c1	0%	6%	-5%	-6	-8%	?	-2
O=C(CCC(=O)OCC(=O)c1ccc(Br)cc1)NC1CCCCC1	2%	6%	-18%	-6	.	-7%	-1
Cc1cc(-c2[nH]nc3c2C(c2ccc(Cl)cc2)C(C#N)=C(N)O3)c(C)s1 (configuration not stated)	24%	8%	3%	-3	?	-26%	-5
Cc1cc(C(=O)NNC(=S)NC(C)c2ccccc2)c2ccccc2n1 (configuration not stated)	-10%	1%	-6%	-21	10µM*	-16%	-3
CCc1cc2c(SCC(=O)C(C#N)=C3N(C)c4ccccc4N3C)ncnc2s1	1%	11%	-1%	-9	49%[activator]	.	-3
CCN(C1CCCCC1)S(=O)(=O)c1cn(C)c(=O)n(C)c1=O	4%	0%	1%	-14	9%	3%	-1
COCCNC(=O)CN(C(=O)c1ccc(N2CCCC2)nc1)c1ccc(F)c(Cl)c1	7%	-5%	-4%	0	?	?	-3
Cc1ccc(S(=O)(=O)/C(=C\N(C)C)c2cnc(Cl)s2)cc1	4%	0%	-4%	-2	?	0%	-3
Cc1ccc(CNc2nnnn2C)cc1	-2%	1%	1%	14	-37%	-8%	-3
Cc1c(C(=O)NNC(=S)Nc2cccc(Cl)c2)nnn1-c1ccccc1	9%	-2%	-15%	+	20%	23%	57*
COc1ccc(CN2CN(c3ccc(Cl)cc3)C(=O)N(n3cnnc3)C2)cc1	0%	1%	1%	-3	1%	-23%	1
CC(C(=O)Nc1ccccc1C#N)N1C(=O)NC2(CCCCCC2)C1=O (configuration not stated)	-1%	.	-4%	.	-16%	-4%	.
C/C=C/c1ccc(OCC(=O)Nc2ccc(C(N)=O)cc2)c(OC)c1	-5%	0%	-12%	-6	-20%	-11%	1
Cc1ccc2cccc(NC(=S)NC(=O)c3c(Br)cnn3C)c2n1	32%[activator]	1%	-4%	11	?	-8%	-1
COc1ccc(OC)c(CNc2ncc(-c3cccc([N+](=O)[O-])c3)n2C)c1	14µM*	-3%	19%	-9	190%[activator]	-11%	2
Cc1cc(C)c2c3c(sc2n1)C(c1cccc(F)c1)C(C#N)=C(N)O3 (configuration not stated)	-7%	2%	-1%	-5	?	.	0
CCOC(=O)c1[nH]c2ccccc2c1NC(=O)c1ccco1	-23%	1%	1%	-7	67%[activator]	3%	6
COc1ccccc1OCc1nc2ccccc2n1C	-22%	-6%	3%	134*	?	103%[activator]	51*
CCCN1C(=O)C(O)(c2c(C)[nH]c3ccccc23)c2ccccc21 (configuration not stated)	-3%	4%	-8%	22	8%	4%	2
O=C(CC(c1ccccc1)c1ccco1)N1CCOCC1 (configuration not stated)	-1%	1%	-8%	-9	-38%	-3%	-5
O=c1cc(O)c2ccccc2n1Cc1ccccc1	13%	11%	-11%	-5	-19%	?	4
O=C(CSc1nnc(NC(=O)Cc2ccc(F)cc2)s1)NCc1ccco1	2%	7%	2%	-6	50%[activator]	5%	-1
Next structures follow:
SMILES	AMA1 RON2 block	LmPK inh	TbPYK inhibitor	Shiga toxin inh	Pf growth 96h	Pf growth 48h	Cycloheximide cs
COc1ccc(NC(=O)C2CCN(S(=O)(=O)c3c(C)noc3C)CC2)cc1	3%	-8%	-2%	13	-16%	2%	-2
CC(NC(=O)c1ccc2c(c1)OCO2)C1CCCO1 (configuration not stated)	9%	0%	-13%	2	29%	19%	7
COc1ccc(C(c2oc(CO)cc(=O)c2O)c2oc(CO)cc(=O)c2O)cc1	9%	2%	-1%	18	?	17%	1
COc1ccc(NC(=O)/C(C#N)=C\c2ccc(-c3cccc(C(=O)O)c3C)o2)cc1	-2%	0%	-3%	35*	?	?	21*
CCOc1ccccc1NS(=O)(=O)c1ccc2c(c1)n(C)c(=O)c(=O)n2C	2%	-3%	2%	-6	0%	-18%	7
O=C(CNS(=O)(=O)c1ccccc1)N1CCN(Cc2ccccc2)CC1	6%	-5%	1%	37	18%	-7%	13
CCCCC(=O)Nc1c(O)c2ccccc2[nH]c1=O	10%	1%	1%	2	10%	-28%	-4
O=C(O)c1cn(Cc2ccccc2)nc1-c1ccccc1	1%	6%	0%	-2	5%	39%[activator]	-2
COc1cc(C(=O)Nc2ccc3c(c2)CCCN3C(=O)c2ccco2)c([N+](=O)[O-])cc1OC	-4%	.	6%	.	?	?	.
COC(=O)CC/C(O)=C1/C(=N)CC(C)(C)CC1=O	24%	5%	2%	-16	.	16%	1
Cc1ccccc1CNC(=O)c1cc(COc2ccc(F)cc2F)on1	14%	-4%	0%	-2	18%	40%[activator]	-2
